# Assay outcomes deposited in PubChem BioAssay by National Center for Advancing Translational Sciences (NCATS).
# BRCA1 expr act – qHTS Assay to Identify Small Molecule Activators of BRCA1 Expression. Potency, µM (highest dose often 46.1 µM), for the others: at the top dose activation, actives largely listed as activators. 380,000 compounds, 1.1% hits. MCF7-BRCA1-FFLuc reporter, luminescence, 48 h; response scale: scaled: vehicle 0%, 10 µM genistein 100%. AID 624202, 2012; active means well fitted activation curve with a large enough effect; inconclusive means small, poorly fitted or top-dose-only effect; inactive means no such curve, though single readings can be large or run the other way; further: nearly all actives have a fitted effect of over 80% in size; some results filed as inactive show a strong effect at the top dose
#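 MCF7 cells carrying a BRCA1-firefly luciferase reporter (2000 cells/well, phenol-red free MEM) were attached for 2 h at 37 °C, then given compounds for 48 h. Luminescence was read 15 min after luciferase reagent; activity normalized to genistein (10 microM) and DMSO.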
# * hit, by the source's call; ? = inconclusive. Potency means the concentration at half of the fitted maximal effect. Some of the compounds tested (hit frequency here may not be typical).
molecule,BRCA1 expr act
CCc1nc2ccc(C(=O)N3CCCC(C(N)=O)C3)cn2c1N(C)Cc1ccc(OC)cc1 (stereo unspecified),11%
CN(C(=O)c1cccc(NC(=O)Cc2cccc(NC(=O)C3CCN(C(=O)c4ccccc4)CC3)c2)c1)C1CC1,5%
Cn1cc(-c2csc(C(O)(c3ccccc3)C(F)(F)F)n2)cn1 (stereo unspecified),-13%
CC(=O)c1ccc(NC(=O)CSc2nc3nn(-c4ccccc4)c(=O)c-3c3n2CCCCC3)cc1,-3%
Cc1cc(C)cc(-n2ncc3c2CCCC3NC(=O)CN2CCCCC2=O)c1 (stereo unspecified),-4%
COc1cc(F)ccc1-c1csc(C(O)c2ccc(F)cc2)n1 (stereo unspecified),0%
Cc1ccc2c(c1)C1C=CCC1C(C(=O)NCCCN1CCOCC1)N2 (stereo unspecified),-5%
COc1cccc(/C=N/NC(=O)NC23CC4CC(CC(C4)C2)C3)c1O,-55%
O=C(NCc1cccc(Cl)c1)c1ccc(-n2cncn2)c2ccoc12,0%
N=NC(=O)c1ccccc1Nc1c(O)[nH]c2ccccc12,-30%
Cc1cccc(OCC(=O)Nc2cc(C)c(O)c(-c3nc4ccccc4o3)c2)c1,-8%
Cc1ccc([C@@H]2C[C@H]3[C@@H](CN2S(=O)(=O)c2ccc(C)cc2)C(=O)C[C@@H](c2ccccc2)N3S(=O)(=O)c2ccc(C)cc2)cc1,6%
Cc1ccc(C)c(C(O)c2ncc(-c3ccccc3)[nH]2)c1 (stereo unspecified),3%
CC1CC(C)(C)CC2(C1)NC(=O)N(CC(=O)N1CCN(S(=O)(=O)c3cccc(Cl)c3Cl)CC1)C2=O (stereo unspecified),-54%
F[B-](F)(F)c1cncc2ccccc12,0%
COc1ccc(NC(=O)c2sc(=O)n(Cc3ccc(S(=O)(=O)N(C)C)cc3)c2C)cc1,6%
CCOC(=O)N1CCN(C(=O)C[C@@H]2C[C@@]3(C(=O)OCC)CCC=C3N(CCC3=CCCCC3)C2=O)CC1,-5%
COc1ccc(C(C)(C)C)cc1S(=O)(=O)NCC1CCCO1 (stereo unspecified),-3%
CCCN(CC(=O)NC(=O)NCc1ccccc1)CC(=O)Nc1ccc(F)c(F)c1F,-29%
CCCCn1nnnc1C(c1ccccc1)N1CCN(CCN2CCOCC2)CC1 (stereo unspecified),8%
COc1ccc(-c2ccc(CN3C(CC(C)C)C(=O)N(Cc4cn(CCC5OCCCO5)nn4)CCS3(=O)=O)cc2)cc1OC (stereo unspecified),-6%
COc1ccc(NC(=O)C2(C)CCN2Cc2ccc(OC(C)C)cc2)cc1OC (stereo unspecified),15%
COc1cccc(C(NC(C)=O)c2nc(-c3ccccc3C)cs2)c1 (stereo unspecified),-17%
COC(C/C=C\[C@@H](O)[C@H](C)OCc1ccccc1)OC,6%
Cc1ccc(C)c(C(O)c2ncc(-c3ccccc3F)[nH]2)c1 (stereo unspecified),1%
CCOC(=O)[C@]12CCCC=C1N(Cc1ccc(Cl)cc1Cl)C(=O)[C@H](CC(=O)N1CCN(C(=O)c3ccco3)CC1)C2,0%
CC(C)C[C@H]1CN(CCCC[C@H]2CNC(=O)C(=O)N2CCC2CCCCC2)C(=O)C(=O)N1CCC1CCCCC1,8%
COc1cc(NC(=O)N2CCc3nc(NCc4cccc(Oc5ccccc5)c4)ncc3C2)cc(OC)c1OC,-8%
COc1ccc(CC(Cc2ccc(OC)c(OC)c2)NC=O)cc1OC,-8%
Cc1cc(C)c(S(=O)(=O)c2ccc(F)cc2)c(C)c1,0%
CCCc1c(C(=O)N/N=C(\C)c2ccccn2)nnn1-c1nonc1N,-75%
CCCCC[C@@H](C)N1C[C@H](COCc2ccccc2)Oc2cc(N3CCC[C@H]3COC)ccc2S1(=O)=O,-15%
Cc1ccc(S(=O)(=O)N2CCOCC2)cc1C(=O)NCCCN1CCCC1=O,13%
CS(=O)(=O)Nc1cccc(NC(=O)C2Cc3c(-c4cccc(C(N)=O)c4)ccnc3O2)c1 (stereo unspecified),9%
CN(N=Nc1ccccc1C(=O)O)C1CCCCC1,-1%
CC(=O)NCCNC(=O)C1Cc2c(-c3ccccc3)ccnc2O1 (stereo unspecified),11%
Cc1[nH]c(N)nc(=S)c1CCCNc1ccccc1,-29%
COc1cc(NC(=O)CCN2CCN(c3ccccc3OC)CC2)cc(OC)c1,-4%
CCCS(=O)(=O)NC(=O)C1(C)CCN(C(=O)c2cccc3ccccc23)C1 (stereo unspecified),11%
O=C(Nc1ccn(CCCNCC2CCCO2)c(=O)n1)OCc1ccccc1 (stereo unspecified),-1%
CCC(C)[C@H]1CN=C(N)N1CCc1cccc2ccccc12 (stereo partly specified),-36%
COC(=O)Cn1nnnc1-c1nc2cc(C)c(C)cc2[nH]c1=O,3%
O=C(CCSCCC(=O)NN=Cc1cccc(Cl)c1)NN=Cc1cccc(Cl)c1,-72%
Cc1cccc(NC(=O)CSc2nncn2N)c1C,-10%
CC1CCC/C(=C\c2ccc(O)cc2)C1=O (stereo unspecified),15%
CCCNC(=O)N(C)C[C@@H]1Oc2ncc(-c3ccncc3)cc2C(=O)N([C@H](C)CO)C[C@@H]1C,10%
CCOC(=O)Cn1nc(/C=C/c2ccc(OC)cc2)ccc1=O,-22%
O=C(CNc1cccc(Br)c1)Nc1ccc(S(=O)(=O)N2CCCCC2)cc1,-33%
N#CCSc1ccccc1NC(=O)COC(=O)C1CCN(C(=O)c2ccc(Cl)cc2)CC1,1%
Cc1cc(=O)n(Nc2ccccc2)c(O)c1C#N,-12%

# Brought forward from above: 4 compounds, followed by the next part.
molecule,BRCA1 expr act
CCOC(=O)Cn1nc(/C=C/c2ccc(OC)cc2)ccc1=O,-22%
O=C(CNc1cccc(Br)c1)Nc1ccc(S(=O)(=O)N2CCCCC2)cc1,-33%
N#CCSc1ccccc1NC(=O)COC(=O)C1CCN(C(=O)c2ccc(Cl)cc2)CC1,1%
Cc1cc(=O)n(Nc2ccccc2)c(O)c1C#N,-12%
Cn1c(=O)c2c(nc(C3CC4C5CCC(C5)C4C3)n2C)n(C)c1=O (stereo unspecified),-27%
Cn1nc(C(C)(C)C)cc1N1C(=O)CCC1(C)C(=O)NC1CCCC1 (stereo unspecified),14%
CCOc1ccc(C(=O)Nc2cc(=O)n(C)c(=O)n2C)cc1,0%
OC1c2c(F)cccc2N=C2CCCCN21 (stereo unspecified),0%
CC1(c2cccc(Br)c2)NC(=O)N(CC(=O)c2ccc3c(c2)OCO3)C1=O (stereo unspecified),6%
C[C@@H]1CN([C@@H](C)CO)C(=O)CCCn2nncc2CO[C@H]1CN(C)C(=O)Nc1ccnc(N2CCOCC2)c1,6%
Cn1c(=O)c2[nH]c(SCCN)nc2n(C)c1=S,-32%
C#CCN(C[C@@H]1[C@@H](OC(=O)Nc2cccs2)[C@@H](OC(=O)Nc2cccs2)Cn2c(=O)n(CCCCCC)c(=O)n21)S(=O)(=O)c1ccc(C)cc1,-20%
COCC(=O)N1CCc2ccc(NC(=O)c3ccc(C(F)(F)F)cc3)cc2C1,-25%
Cc1ccccc1S(=O)(=O)NC(=O)C1(C)CCN1C(=O)Cc1ccc(C(C)(C)C)cc1 (stereo unspecified),0%
CC1ON=C(c2cccc3ccccc23)N(C)C1=O (stereo unspecified),6%
CCOc1ccccc1C(O)C1=CC(=O)c2ccccc2C1=O (stereo unspecified),-54%
OCc1ccnc2oc3ccccc3c12,26%
O=C(OCc1cn([C@H]2CN(Cc3cccs3)[C@@H](c3ccc(Cl)cc3)C[C@@H]2O)nn1)c1ccccc1,7%
O=C(CN1CCN(S(=O)(=O)c2ccc3c(c2)OCCO3)CC1)Nc1ccccc1Br,-2%
CN(C)CCNC(=O)c1cccc2nc3cccc(F)c3nc12,-98%
O=C(NCc1ccc(F)c(F)c1)C1Cc2c(-c3ccc4c(c3)OCO4)ccnc2O1 (stereo unspecified),-37%
Nc1ccc2c(c1)[nH]c(=O)c1ccccc12,34%
CC(CC(c1ccccc1)N1CCc2ccccc2C1)=NO (stereo unspecified),0%
CN(C)CCNc1ncnc2c1ncn2[C@H]1CN(Cc2cccs2)C[C@@H](CO)O1,-1%
COc1ccc(-c2csc(C(NC(C)=O)c3ccc(F)c(F)c3)n2)cn1 (stereo unspecified),0%
COC(=O)C(CC(=O)c1ccc(Cl)cc1)c1ccccc1 (stereo unspecified),9%
CCN(CC)C(=O)C1=C(C)N(CCCOC)C(=O)C(CC(=O)NCc2cccc3ccccc23)C1 (stereo unspecified),5%
Clc1ccc(Nc2ccc3ccccc3n2)cc1,76%
O=C(COc1ccccc1C(=O)Nc1ccccc1F)Nc1ccc(Br)cc1,-21%
O=C(Cc1cccc(NC(=O)C2CCCN(C(=O)C3CCC3)C2)c1)Nc1ccc(C(=O)N2CCCCC2)cc1 (stereo unspecified),15%
COc1ccc(CCNC(=O)c2ccccc2C(=O)NCCc2ccc(OC)cc2)cc1,23%
O=C(COC(=O)/C=C/c1ccccc1)NCc1ccco1,3%
CC(=O)c1ccc(-c2cccc3nccn23)cc1,0%
CC(=O)Nc1cc(-c2ccccc2N(C)C)cn2c(-c3cccc(C(F)(F)F)c3)cnc12,-57%
COc1ccc(CC(=O)N(C)c2ccccc2)cc1S(=O)(=O)N1CCOCC1,-14%
CCN(CC)CCCN1C(=O)C(O)=C(C(=O)c2ccco2)C1c1ccc(C)o1 (stereo unspecified),-33%
COc1ccc(C(=O)N2CCCCC2c2cc(C(=O)Nc3cccc(C#N)c3)no2)cc1 (stereo unspecified),-24%
O=[N+]([O-])c1ccc(O)c(C=NNc2ccc(S(=O)(=O)O)cc2)c1,-23%
CC(c1ccc2ccccc2c1)c1ccccc1C(=O)O (stereo unspecified),11%
CC1(C2CC2)NC(=O)N(CC(=O)N2CCN(c3ccccc3F)CC2)C1=O (stereo unspecified),-2%
COc1ccc(CC(N)c2csc(NC(=O)c3cccc(OC(F)(F)F)c3)n2)cc1 (stereo unspecified),-70%
CC1=C(C(=O)N(C(C)C)C(C)C)CC(CC(=O)NCc2cccc3ccccc23)C(=O)N1Cc1ccc(F)cc1 (stereo unspecified),-43%
CCN(CC)CC#CC(C)(C)OC(C)=O,2%
CCC(=O)N1CCC1(C)C(=O)Nc1ccc(Cl)c(Cl)c1 (stereo unspecified),2%
CN(C)c1ccc(-c2ccnc3c2CC(C)(C(=O)Nc2cccc(OC(F)(F)F)c2)O3)cc1 (stereo unspecified),6%
O=C(NCc1cccs1)c1ccc(CS(=O)Cc2ccc(Cl)cc2)o1 (stereo unspecified),-10%
C=CCOC(=O)C(C(=O)Cc1ccccc1)c1ccccc1 (stereo unspecified),-19%
Cc1ccccc1-c1ccc2c(c1)O[C@H](CN(C)C(=O)C1CC1)[C@@H](C)CN([C@@H](C)CO)S2(=O)=O,-14%
CC1(c2nnc(Cc3ccccc3)o2)CC(c2cccnc2)=NO1 (stereo unspecified),0%
CC(C)CC1NC(=O)c2cccnc2-n2c1nc1cc(F)ccc1c2=O (stereo unspecified),2%
COc1ccc(-n2nc(C(=O)NCC(=O)N3CCN(c4ccccn4)CC3)c3ccccc3c2=O)c(OC)c1,?
O=C1NC[C@@H](CCCCN2C[C@H](Cc3ccccc3)N(CC3CCCCC3)C(=O)C2=O)N(CC2CCCCC2)C1=O,0%
O=C(NCc1ccccc1)c1cc(C2CCCN(C(=O)c3ccccc3)C2)on1 (stereo unspecified),5%
CC1(C(=O)Nc2ccccc2)CCN1C(=O)CCc1ccc(Cl)cc1Cl (stereo unspecified),-21%

# Going on with the list:
molecule,BRCA1 expr act
O=C(NCC1CCCO1)C(=O)N/N=C/c1ccc(OCc2ccccc2Cl)cc1 (stereo unspecified),79%
COc1cc2ccccc2cc1C(=O)OCC(=O)Nc1ccc(Br)cc1,8%
Cc1ccc(C)c2c1CCCC2=O,-1%
N#Cc1c(N)n(C2OC(CO)C(O)C2O)c2ncnc(N)c12 (stereo unspecified),?
COc1cc(-n2c(C)nc3ncn(-c4ccccc4)c3c2=O)cc(OC)c1OC,0%
c1ccc(Cc2c(C3CCCCC3)nc3c4ccccc4ccn23)cc1,20%
CCNCCNc1ccc(Cl)cc1[N+](=O)[O-],19%

# Fetched one by one from the list above:
molecule,BRCA1 expr act
CCNCCNc1ccc(Cl)cc1[N+](=O)[O-],19%
N#Cc1c(N)n(C2OC(CO)C(O)C2O)c2ncnc(N)c12 (stereo unspecified),?
COc1cc2ccccc2cc1C(=O)OCC(=O)Nc1ccc(Br)cc1,8%
COc1cc(-n2c(C)nc3ncn(-c4ccccc4)c3c2=O)cc(OC)c1OC,0%
c1ccc(Cc2c(C3CCCCC3)nc3c4ccccc4ccn23)cc1,20%
O=C(NCC1CCCO1)C(=O)N/N=C/c1ccc(OCc2ccccc2Cl)cc1 (stereo unspecified),79%
Cc1ccc(C)c2c1CCCC2=O,-1%
